# MrgX1 antag – blocks BAM8-22 activation of human MrgX1 receptor; B-score at 10 µM; Q96LB2; AID 588676; MRGX1-HEK293 calcium flux, Fluo-4, BAM8-22 antagonism; stronger effect = lower value; actives 1.3% (n = 310,000);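 active means calcium-response B-score plate-corrected more than 3 library SD below zero, starting fluorescence within 5 deviations, no agonist response on first addition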;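 further: peak minus trough fluorescence over baseline after final BAM8-22 challenge near maximal dose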
# TRPC6 activator – activators of mouse TRPC6 channel; AID 2550; actives 0.13% (n = 310,000); HEK293-TRPC6 membrane potential dye fluorescence; stronger effect = higher value; B-score at 10 µM; Q61143;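 active means B-score of the integrated fluorescence ratio above library mean plus 3 SD, and starting fluorescence ratio within library mean plus 5 SD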;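 further: higher score means more depolarization so channel activation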
# Target sequence (Q61143 whole entry, looked up): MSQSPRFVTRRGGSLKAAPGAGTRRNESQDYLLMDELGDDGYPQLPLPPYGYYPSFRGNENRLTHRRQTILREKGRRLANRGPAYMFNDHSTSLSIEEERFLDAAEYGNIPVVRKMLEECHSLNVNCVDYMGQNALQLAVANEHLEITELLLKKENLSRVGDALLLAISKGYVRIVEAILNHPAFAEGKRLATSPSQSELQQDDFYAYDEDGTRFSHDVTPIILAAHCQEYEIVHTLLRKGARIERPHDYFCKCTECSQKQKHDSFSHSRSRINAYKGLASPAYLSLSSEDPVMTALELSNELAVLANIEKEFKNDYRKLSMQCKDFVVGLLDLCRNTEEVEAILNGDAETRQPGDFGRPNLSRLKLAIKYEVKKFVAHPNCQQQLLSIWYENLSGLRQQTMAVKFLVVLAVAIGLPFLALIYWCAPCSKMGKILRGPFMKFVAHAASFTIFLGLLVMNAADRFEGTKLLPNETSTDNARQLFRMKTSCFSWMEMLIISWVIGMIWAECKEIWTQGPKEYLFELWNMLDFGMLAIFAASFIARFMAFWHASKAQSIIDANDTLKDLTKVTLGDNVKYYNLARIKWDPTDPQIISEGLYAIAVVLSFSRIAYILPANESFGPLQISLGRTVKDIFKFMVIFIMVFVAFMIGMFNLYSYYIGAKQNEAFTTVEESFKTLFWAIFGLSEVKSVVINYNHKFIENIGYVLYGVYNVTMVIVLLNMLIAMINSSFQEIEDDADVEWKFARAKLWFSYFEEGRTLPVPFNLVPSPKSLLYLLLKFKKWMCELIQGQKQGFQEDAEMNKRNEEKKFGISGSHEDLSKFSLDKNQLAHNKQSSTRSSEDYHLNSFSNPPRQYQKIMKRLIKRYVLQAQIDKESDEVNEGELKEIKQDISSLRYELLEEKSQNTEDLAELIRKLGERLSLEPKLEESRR
# MrgX1 allo act – human MrgX1 positive allosteric modulation, primary screen | MrgX1-HEK293, Fluo-4 calcium flux, FDSS; stronger effect = higher value | actives 0.63% (n = 310,000) | AID 588675 | B-score at 10 µM | Q96LB2;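 active means plate-corrected calcium response at least 3 library SD above typical, normal starting fluorescence, not activating the receptor alone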;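 further: compound read alongside a low EC10 to EC30 dose of BAM8-22 agonist; peak minus trough fluorescence over baseline measured at the second addition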
# AI-2 QS modul – Vibrio harveyi AI-2 quorum sensing modulation; Vibrio harveyi JMH597 AI-2 luminescence/OD600 ratio, 9 h; stronger effect = lower value; strain lacks LuxN and CqsS sensors; 0 = neutral-control median; activity change, % at 7.5 µM; actives 0.4% (n = 300,000); AID 2094; in the data active means activity change below about -75%, passing the limit was not always enough;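 further: luminescence divided by OD600 gain over 9 h not by final OD600 alone; inactives centre near 13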
# PolyA inh – blocks polyadenylation in yeast reporter cells; S. cerevisiae SKY197-pL101 polyadenylation reporter, beta-gal luminescence; efflux-impaired pdr1/pdr3 knockout yeast; score 100 = 6 SD above DMSO; calls only at 12 µM; actives 0.02% (n = 300,000); AID 1875;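 active means lowest replicate activity score at least 50, where 100 means six control SD above control mean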;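 further: yeast exposed to compound for 9 h at 30 °C; higher score means more reporter readthrough which indicates perturbed polyadenylation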
# TRPC4 block – TRPC4 (mouse) channel inhibition; Q9QUQ5; HEK293 TRPC4beta/mu-opioid, DAMGO-evoked Fluo4 calcium flux; stronger effect = lower value; B-score at 10 µM; actives 0.39% (n = 300,000);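 active means B-score over 3 SD under the library average, no early fluorescence shift, positive overall ratio signal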
#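 Assay system: TRPC4beta/mu-opioid receptor HEK293 cell line; compound dosing: single concentration per test compound; detection: Fluo4 Ca2+ flux fluorescence; evaluation: per-well B score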
# TRPC4 act – opens the mouse TRPC4 cation channel | HEK293 TRPC4beta/mu-opioid, Fluo4 calcium fluorescence; stronger effect = higher value | B-score at 10 µM | actives 0.49% (n = 310,000);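 active means B-score above 5 SD of library B-scores, and initial fluorescence ratio not above library mean plus 5 SD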;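 further: positive B-score marks a calcium rise read as TRPC4 activation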
#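 system = HEK293 cells stably co-expressing mouse TRPC4beta and mu-opioid receptor | schedule = Fluo4 dye loading 45 min at room temperature, 110 s recording | measure = B-scored integrated calcium fluorescence ratio | signal = Fluo4 calcium-sensitive dye fluorescence, kinetic, 1 Hz baseline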
# TRPC6 inh – mouse TRPC6 channel inhibition; HEK293-TRPC6, membrane potential dye, ACh-evoked depolarization; stronger effect = lower value; B-score at 10 µM; actives 1.1% (n = 310,000); Q61143;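 active means B-score under library mean minus 3 SD, initial fluorescence not abnormally high, positive integrated signal ratio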;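 further: B-score derived from integrated fluorescence ratio over the kinetic read; more negative B-score means stronger inhibition of depolarization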
# HIF act – HIF pathway transcriptional activation; U2OS HRE-luciferase reporter, luminescence; normalized: DMSO 0%, desferrioxamine 100%; activation, % at 7.5 µM (by protocol); actives 0.32% (n = 300,000);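 active means mean activation of at least 10% of the iron chelator positive control signal, with at least half of replicates also reaching 10%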
# MrgX1 agonist – human MrgX1 receptor agonism, primary screen | actives 0.44% (n = 310,000) | MrgX1-HEK293 cells, Fluo-4 calcium fluorescence, agonist mode; stronger effect = higher value | Q96LB2 | B-score at 10 µM;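 active means calcium response B-score plate-corrected fluorescence ratio at least 3 library SD, with starting fluorescence B-score inside 5 SD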
#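 System – MrgX1-expressing HEK293 cells · Incubation – cells plated overnight, dye loaded 0.5 h 37 °C, 0.5 h room temperature · Technique – kinetic Fluo-4 NW fluorescence of intracellular calcium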
# TRPC4 PAM – TRPC4 (mouse) allosteric potentiation. Q9QUQ5. HEK293 TRPC4beta/mu-opioid, DAMGO EC20, Fluo-4 Ca2+ flux; stronger effect = higher value. B-score at 10 µM. actives 0.42% (n = 310,000);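 active means B-score of calcium response area above 5 SD of library B-scores, with initial fluorescence ratio within 5 SD of library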;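 further: B-score of integrated fluorescence ratio over time as area under calcium response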
# Starred values were filed as active, the others as inactive; i = inactive; . = no result given. Some of the compounds tested (hit frequency here may not be typical).
SMILES,MrgX1 antag,TRPC6 activator,MrgX1 allo act,AI-2 QS modul,PolyA inh,TRPC4 block,TRPC4 act,TRPC6 inh,HIF act,MrgX1 agonist,TRPC4 PAM
COc1cc(C(=O)OCc2ccc([N+](=O)[O-])cc2)cc(OC)c1OC,i,i,i,-4,i,i,i,i,-0.4,i,i
Cc1cc(C)nc(SSc2nc(C)cc(C)n2)n1,i,i,i,26,i,i,i,i,-1.5,i,i
CC(=O)N1N=C(c2ccncc2)OC12CCCCCC2,i,i,i,-8,i,i,i,i,-0.3,i,i
COc1cccc(NC(=O)Cn2c(=O)c3c(ncn3Cc3ccccc3)n(Cc3ccccc3)c2=O)c1,i,i,i,22,i,i,i,i,0.1,i,i
Cc1ccc(CONC(=O)/N=C/N(C)C)cc1,i,i,i,18,i,i,i,i,-0.5,i,i
COc1cc(C2C(Oc3ccccc3C)C(=O)N2Cc2ccc(F)cc2)cc(OC)c1OC (stereo unspecified),i,i,i,7,i,i,i,i,0.0,i,i
CC(=O)N1CCN(S(=O)(=O)c2cccc(C(=O)Nc3ccc(C)cn3)c2)CC1,i,i,i,15,i,i,i,i,1.8,i,i
NC(=O)c1ccc[n+](CC(=O)OCCC23CC4CC(CC(C4)C2)C3)c1,i,i,i,5,i,i,i,i,-0.6,i,i
Cc1cc(Br)c(NC(=O)COn2nnc3ccc(S(C)(=O)=O)cc32)c(Br)c1,i,i,i,8,i,i,i,i,-0.4,i,i
O=C(CSc1nc(=O)n2ccccc2n1)N1CCCc2ccccc21,i,i,i,19,i,i,i,i,0.0,i,i
C/C(=N/NC(=O)CNC(=O)C1COc2ccccc2O1)c1cccc(O)c1 (stereo unspecified),i,i,i,11,i,i,i,i,-0.2,i,i
Cc1cc(C)cc(NC(=O)CSc2nccn2Cc2ccco2)c1,i,i,i,24,i,i,i,i,0.0,i,i
Cc1nn2c(=O)c(NC(=O)c3ccc(Cl)cc3)cnc2s1,i,i,i,-17,i,i,i,i,2.2,i,i
COc1ccc(CNC(=O)COC(=O)CC2CC3CCC2C3)cc1OC (stereo unspecified),i,i,i,32,i,i,i,i,-0.6,i,i
CC(NC(=O)C(C(=O)c1cccc([N+](=O)[O-])c1)n1cc(Cl)ccc1=O)c1ccccc1 (stereo unspecified),i,i,i,27,i,i,i,i,0.2,i,i
CCOC(=O)Nc1ccc2c(c1)N(C(=O)CN(CC)CC)c1ccccc1CC2,i,i,i,16,i,i,i,i,-0.3,i,i
CN(CC(=O)Nc1cccc2c1CCCC2)S(=O)(=O)c1ccc(Cl)cc1,i,i,i,27,i,i,i,i,-0.6,i,i
CCOC(=O)CSc1nc(C)[nH]c1[N+](=O)[O-],i,i,i,30,i,i,i,i,0.0,i,i
COc1ccccc1NC(=O)COC(=O)c1ccc([N+](=O)[O-])s1,i,i,i,-87*,i,i,i,i,-0.8,i,i
CCN(CC(=O)N1CCN(C)CC1)S(=O)(=O)c1ccc(Cl)cc1,i,i,i,16,i,i,i,i,-0.6,i,i
COc1cccc(/C(C)=N/NS(=O)(=O)c2ccc(Cl)cc2)c1,i,i,i,-4,i,i,i,i,0.0,i,i
O=C(Nc1nnc(CCc2ccccc2)s1)c1ccccc1,i,i,i,.,i,i,i,i,3.1,i,i
O=C(NCCO)c1cc2c([nH]c3ccccc32)c(-c2ccc(F)cc2)n1,i,i,i,6,i,i,i,i,2.1,i,i
O=C1c2cc(S(=O)(=O)NCCCO)ccc2-c2ccc(S(=O)(=O)NCCCO)cc21,i,i,i,13,i,i,i,i,-1.2,i,i
O=C(C1CCCN1S(=O)(=O)c1cccc2cccnc12)N1CCN(c2ccccc2)CC1 (stereo unspecified),i,i,i,23,.,i,i,i,.,i,i
SMILES,MrgX1 antag,TRPC6 activator,MrgX1 allo act,AI-2 QS modul,PolyA inh,TRPC4 block,TRPC4 act,TRPC6 inh,HIF act,MrgX1 agonist,TRPC4 PAM
C[C@H](NC(=O)[C@H](Cc1ccccc1)n1c(=O)[nH]c2ccccc2c1=O)C(=O)N1CCC(C(=O)O)CC1,i,i,i,26,i,i,i,i,-0.1,i,i
CCOC(=O)c1cc(-c2ccc3c(c2)OCO3)nc2onc(C)c12,i,i,i,26,i,i,i,i,-0.4,i,i
COc1ccc(N2CC(C(=O)NCCc3c[nH]c4ccccc34)CC2=O)cc1 (stereo unspecified),i,i,i,58,i,i,i,i,-0.3,i,i
Cc1ccccc1COc1ccc(/C=C(\C#N)C(N)=O)cc1,i,i,i,34,i,i,i,i,2.9,i,i
O=C(CCN1C(=O)COc2ccccc21)NCCCN1CCN(c2ccc(F)cc2)CC1,i,i,i,-2,i,i,i,i,0.1,i,i
CC(N=C1NS(=O)(=O)c2ccccc21)c1ccccc1 (stereo unspecified),i,i,i,15,.,i,i,i,.,i,i
O=C(N/N=C/c1ccco1)C1(O)c2ccccc2-c2ccccc21,i,i,i,2,i,i,i,i,-0.1,i,i
COc1ccccc1NC(=S)N1CCCC1,i,i,i,31,i,i,i,i,0.4,i,i
COc1ccc(/C=N/NC(=O)c2cccc(NC(=O)c3ccccc3Cl)c2)cc1OC,i,i,i,12,i,i,i,i,0.0,i,i
O=C1c2ccccc2NC(c2cccc(O)c2)N1NS(=O)(=O)c1ccccc1 (stereo unspecified),i,i,i,27,i,i,i,i,0.0,i,i
CCC1CCC(N2CCN(c3cccc(OC)c3)CC2)CC1 (stereo unspecified),i,i,i,20,i,i,i,i,0.2,i,i
COC(=O)c1c(NC(=O)COC(=O)CCNS(=O)(=O)c2ccccc2)sc(C)c1C,i,i,i,17,i,i,i,i,-1.6,i,i
Cc1cc(C)c(NC(=O)C(C)Sc2nc3ccc(N4C(=O)c5ccccc5C4=O)cc3s2)c(C)c1 (stereo unspecified),i,i,i,8,i,i,i,i,0.1,i,i
CCOC(=O)c1ccc(CC(=O)c2oc3cc(O)ccc3c2C)o1,i,i,i,14,i,i,i,i,0.0,i,i
Cn1c(N)c(C(=O)COC(=O)COc2ccc(C#N)cc2)c(=O)n(C)c1=O,i,i,i,24,i,i,i,i,0.1,i,i
NC(=O)c1sc2nc3c(cc2c1N)CCCCCC3,i,i,i,-4,i,i,i,i,1.5,i,i
O=C(NCCOCCOCCNC(=O)c1ccccc1)c1ccccc1,i,i,i,20,i,i,i,i,-0.2,i,i
CC(/C=C/c1ccco1)=N\NC(=O)c1cccnc1,i,i,i,11,i,i,i,i,0.1,i,i
CCc1c(O)nc(SCC(=O)N(CC)CC)[nH]c1=O,i,i,i,17,i,i,i,i,-0.2,i,i
COc1ccc(S(=O)(=O)N2CCC(C(=O)N[C@H](C(=O)NCc3ccncc3)C(C)C)CC2)cc1,i,i,i,0,i,i,i,i,-0.6,i,i
O=c1[nH]cnc2sc3c(c12)CN(Cc1ccccc1)CC3,i,i,i,25,i,i,i,i,-1.2,i,i
COc1ccccc1-c1nnc(SCC(=O)N2CCC(C)CC2)o1,i,i,i,67,i,i,i,i,0.4,i,i
COc1cc(NC(=O)C(C)C)ccc1NC(=O)c1ccco1,i,i,i,0,i,i,i,i,2.6,i,i
O=C(Nc1nnc(SCc2cccc3ccccc23)s1)C1COc2ccccc2O1 (stereo unspecified),i,i,i,0,i,i,i,i,-0.3,i,i
CCN1CCN(Cc2ccc(NC(=O)c3ccc(C)c(NC(=O)c4nccn4C)c3)cc2C(F)(F)F)CC1,i,i,i,7,i,i,i,i,1.2,i,i

# Of the compounds above, these have a thiophene ring, fused or not.
SMILES,MrgX1 antag,TRPC6 activator,MrgX1 allo act,AI-2 QS modul,PolyA inh,TRPC4 block,TRPC4 act,TRPC6 inh,HIF act,MrgX1 agonist,TRPC4 PAM
COc1ccccc1NC(=O)COC(=O)c1ccc([N+](=O)[O-])s1,i,i,i,-87*,i,i,i,i,-0.8,i,i
COC(=O)c1c(NC(=O)COC(=O)CCNS(=O)(=O)c2ccccc2)sc(C)c1C,i,i,i,17,i,i,i,i,-1.6,i,i
NC(=O)c1sc2nc3c(cc2c1N)CCCCCC3,i,i,i,-4,i,i,i,i,1.5,i,i
O=c1[nH]cnc2sc3c(c12)CN(Cc1ccccc1)CC3,i,i,i,25,i,i,i,i,-1.2,i,i

# Next compounds:
SMILES,MrgX1 antag,TRPC6 activator,MrgX1 allo act,AI-2 QS modul,PolyA inh,TRPC4 block,TRPC4 act,TRPC6 inh,HIF act,MrgX1 agonist,TRPC4 PAM
C=C(C)CNC(=S)Nc1cccc2cnccc12,i,i,i,10,i,i,i,i,1.7,i,i
Cc1cn2c(-c3ccc(Cl)cc3)nnc2s1,i,i,i,18,i,i,i,i,-0.1,i,i
CCOC(=O)Cn1nc(-c2ccccc2)nc1-c1ccccc1,i,i,i,10,i,i,i,i,1.4,i,i
Cc1ccc(OCc2nnc(SC(C)C(=O)O)n2-c2ccccc2)cc1 (stereo unspecified),i,i,i,20,i,i,i,i,-10.0,i,i
O=C(CNC(=O)c1ccco1)N/N=C/c1cccs1,i,i,i,8,i,i,i,i,-0.1,i,i
OCCCCCN=c1cc(-c2ccccc2)oc2ccc(Cl)cc12,i,i,i,15,i,i,i,-8*,1.6,i,i
O=C(COc1ccc2ccccc2c1)NNC(=O)Cc1ccccc1,i,i,i,23,i,i,i,i,0.1,i,i
CC(=O)N1CCN(c2ccccc2NC(=O)c2cc3ccccc3o2)CC1,i,i,i,77,i,i,i,i,-0.2,i,i
COc1ccccc1NC(=O)c1ccc(-c2nn(C)c(=O)c3ccccc23)cc1,i,i,i,20,i,i,i,i,0.4,i,i
CC(C)NC(=O)/C(C#N)=C/c1ccc2c(c1)OCCO2,i,i,i,44,i,i,i,i,2.1,i,i
CC1(C)Cc2c(c(-c3ccccc3)[nH]c(=O)c2C#N)CO1,i,i,i,11,i,i,i,i,-0.3,i,i
CCN(CC)C(=N)/C(C#N)=N/Nc1ccc(C)cc1,i,i,i,14,i,i,i,i,3.0,i,i
CCN1CCc2c(C#N)c(NCc3ccccc3)nc(N(CC)CC)c2C1,i,i,i,25,i,i,i,-7.2*,-0.4,i,i
CNC(=S)N/N=C/c1ccc2c(c1)OCCO2,i,i,i,15,i,i,i,i,0.7,i,i
Cc1ccc(C)c(N(Cc2ccccc2F)S(C)(=O)=O)c1,i,i,i,6,i,i,i,i,0.1,i,i
C/C(=N/NC(=O)CSc1nc2ccccc2n1C)c1ccco1,i,i,i,14,i,i,i,i,-0.3,i,i

# Screening results from PubChem.
